# IL-1B inflam inh: inhibitors of inflammasome signaling (IL-1 beta secretion). THP-1 LPS/ATP IL-1B secretion, AlphaLISA, 16 h; stronger effect = lower value. activity change, % at 57.5 µM. 360,000 compounds, 4.7% hits. AID 743279; in the data active = activity change below about -50%; inconclusive = mostly about -30% to -49%; also: % is scaled to controls: 0 for no effect and ±100 for the full control effect
#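 THP-1 cells pretreated 1 hr with compounds (up to 57.5 uM final), then stimulated with LPS (250 ng/mL final) plus ATP (1.25 mM final); secreted IL-1B measured by AlphaLISA after 16 hr, decreased signal indicating inhibition.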
# SW480 rereplic: induces DNA re-replication in SW480 colon adenocarcinoma cells; AID 624297; Potency, µM (series often up to 46.1 µM), for the others: at the top dose re-replication activation, most hits filed as activators; 340,000 compounds, 1.8% hits; SW480 DNA re-replication, Hoechst DNA content imaging, 48 h; also: potency is read from the fitted curve at half-maximal effect; % of control where 0% means no effect; nearly all actives have a fitted effect of over 55% in size
#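 Quantitative HTS format with DMSO vehicle controls; 48 hr drug incubation at 37 C, then 40 min Hoechst staining and scanning imager measurement at 405 nm excitation.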
# D3 antag: blocks the human D3 dopamine receptor; P35462; D3R cells, DiscoveRx beta-arrestin luminescence, antagonist mode; stronger effect = lower value; max response, negative = inhibition, %; 360,000 compounds, 2.5% hits; in the data active = max response below about -50%; inconclusive = no clear call, values can overlap the other calls; also: % is scaled to controls: 0 for no effect and ±100 for the full control effect; mostly tested at two doses, the higher about 12 µM
# Target sequence (P35462 whole entry, looked up): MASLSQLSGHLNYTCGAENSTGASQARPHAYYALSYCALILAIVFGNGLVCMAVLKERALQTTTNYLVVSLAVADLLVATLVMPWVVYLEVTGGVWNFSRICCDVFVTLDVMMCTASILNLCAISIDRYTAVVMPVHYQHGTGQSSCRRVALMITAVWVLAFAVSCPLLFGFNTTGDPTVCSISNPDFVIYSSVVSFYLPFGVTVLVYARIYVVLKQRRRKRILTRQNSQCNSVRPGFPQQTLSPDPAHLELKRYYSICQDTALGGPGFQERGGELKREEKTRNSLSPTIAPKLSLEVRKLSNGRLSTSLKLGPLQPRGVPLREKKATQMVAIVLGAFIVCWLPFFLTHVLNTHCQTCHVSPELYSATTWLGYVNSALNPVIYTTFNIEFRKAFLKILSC
#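 Cells plated overnight at 1500 cells/well, then exposed to library compounds with dopamine controls for 90 minutes at 37 degrees C. DiscoveRx reagent added for 30–60 minutes at room temperature; luminescence read, quantitative HTS format.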
# D3 ag: agonists of human D3 dopamine receptor; AID 652048; P35462; D3R DiscoveRx beta-arrestin cells, luminescence, 90 min; 410,000 compounds, 0.58% hits; max activation, %; in the data active = max activation above about 30%; also: 0% is about no effect; mostly tested at two doses, the higher about 12 µM
#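 Cells at 1500/well, incubated overnight, then treated with pinned compounds (dopamine as control) for 90 min at 37 degrees C. DiscoveRx reagent added for 30 - 60 minutes at room temperature; luminescence read.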
# KB-V1 MDR tox: kills drug-selected multidrug resistant KB-V1 cells; KB-V1 MDR cells viability, CellTiter-Glo, 72 h; 400,000 compounds, 3.4% hits; AID 1347076; Potency, µM (series often up to 46.1 µM), for the others: top-dose activity change, negative = cytotoxicity, most hits filed as cytotoxic; also: potency is read from the fitted curve at half-maximal effect; % is scaled to controls: 0 for no effect and ±100 for the full control effect; nearly all actives have a fitted effect of over 60% in size
#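 KB-V1 cells (P-gp-expressing MDR subline of KB-3-1) in phenol-red-free DMEM with 10% FBS were exposed to library compounds over a concentration series for 72 h at 37 degrees C. Viability read by CellTiter-Glo luminescence; concentration-effect curves fitted after normalization.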
# HT1080NT lethal: kills 2HG-producing HT-1080-NT fibrosarcoma cells; HT-1080-NT fibrosarcoma viability, CellTiter-Glo ATP luminescence, 48 h; Potency, µM (top dose mostly 46.1 µM), for the others: at the highest dose activity, negative = less viability, most hits filed as cytotoxic; 360,000 compounds, 1.6% hits;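 also: NT is the 2HG producing partner of a matched IDH1 knockdown line; potency is read from the fitted curve at half-maximal effect; 0% = DMSO-treated cells and -100% = media-only wells without cells; nearly all actives have a fitted effect of over 55% in size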
#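 Luminescent CellTiter-Glo readout after 48 hours of compound exposure at 37 degrees C defined viability of HT-1080-NT cells. Activity was normalized to DMSO wells and cell-free media wells; concentration-response curves were fitted and assigned curve classes.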
# HT1080 IDH1KD tx: HT-1080 IDH1 knockdown cell toxicity (counter line). HT-1080 IDH1 knockdown viability, ATP luminescence, 48 h. Potency, µM (highest dose often 46.1 µM), for inactives: top-dose activity, negative = toxicity, actives largely listed as cytotoxic. 360,000 compounds, 2% hits. AID 686971;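 also: potency is read from the fitted curve at half-maximal effect; 0% = DMSO wells and -100% = cell-free medium wells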
#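 Luminescent ATP read-out (CellTiter-Glo, 10 min at room temperature) after 48 h compound exposure at 37 °C gave viability of IDH1-knockdown HT-1080 cells. Activity was normalised to DMSO and cell-free wells, then fitted as concentration-response curves.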
# GLP1R ag: agonists of human GLP-1 receptor | Potency, µM (titrated, usually from 45.6 µM), inactives show top-dose activation, most hits filed as activators | P43220 | HEK293 GLP-1R CRE-luciferase, luminescence, 4-6 h; cells express a hypersensitive GLP-1R form | 380,000 compounds, 0.007% hits | AID 624172; also: potency is read from the fitted curve at half-maximal effect; % of control where 0% means no effect
# Target sequence (P43220 whole entry, looked up): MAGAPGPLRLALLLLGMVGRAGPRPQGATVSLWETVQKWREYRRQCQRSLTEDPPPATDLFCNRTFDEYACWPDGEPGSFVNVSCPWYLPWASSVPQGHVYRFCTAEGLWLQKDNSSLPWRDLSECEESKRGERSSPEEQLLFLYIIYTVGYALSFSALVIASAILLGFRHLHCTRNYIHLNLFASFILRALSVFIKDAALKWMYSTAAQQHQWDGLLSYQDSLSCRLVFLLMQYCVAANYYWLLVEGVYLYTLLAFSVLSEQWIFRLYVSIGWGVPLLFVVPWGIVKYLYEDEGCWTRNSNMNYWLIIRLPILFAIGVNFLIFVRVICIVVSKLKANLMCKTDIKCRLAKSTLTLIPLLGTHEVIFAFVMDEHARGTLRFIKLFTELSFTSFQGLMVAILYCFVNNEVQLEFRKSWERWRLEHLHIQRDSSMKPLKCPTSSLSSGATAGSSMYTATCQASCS
# KB-3-1 cytotox: KB-3-1 parental cell cytotoxicity; KB-3-1 viability, CellTiter-Glo ATP luminescence, 72 h; Potency, µM (doses to about 46.1 µM), without a hit: at the top dose activity change, negative = cytotoxic, most hits filed as cytotoxic; 400,000 compounds, 1.4% hits; AID 1347075; also: potency is read from the fitted curve at half-maximal effect; % is scaled to controls: 0 for no effect and ±100 for the full control effect; nearly all actives have a fitted effect of over 60% in size
#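 Parental KB-3-1 adenocarcinoma cells in phenol-red-free DMEM with 10% FBS were pin-treated with compounds at several concentrations, incubated 72 h at 37 °C, and viability read by CellTiter-Glo luminescence; concentration-effect curves were fitted after normalization.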
# Numbers without * were called inactive; ? = inconclusive; . = not tested or not shown; [ ] = remark or other dose. Unless noted, calls follow the shape of the dose curve; as a rule, active = well fitted curve in the direction sought with a large enough effect; inconclusive = small, poorly fitted or top-dose-only effect, or another doubt; inactive = no such curve, though single readings can be large; an effect the other way counts as inactive or inconclusive. No enrichment for hits; about 12% have a hit in one of these screens.
SMILES,IL-1B inflam inh,SW480 rereplic,D3 antag,D3 ag,KB-V1 MDR tox,HT1080NT lethal,HT1080 IDH1KD tx,GLP1R ag,KB-3-1 cytotox
CCN(CC(=O)N1CCC(C)CC1)S(=O)(=O)c1ccc(C)cc1,12,5%,4,1,.,5%,3%,8%,.
COCCN(C(=O)CCC(=O)Nc1nccs1)C(C(=O)NC(C)(C)C)c1ccc(F)cc1 (centres undefined),14,4%,9,7,-18%,14%,10%,-3%,3%
CC1CC(C)CN(C(=O)CCNS(=O)(=O)c2ccc3c(c2)CCC(=O)N3)C1 (centres undefined),-5,1%,15,8,-2%,20%,15%,-2%,8%
COc1cc(NC(=O)C2CCN(S(=O)(=O)c3cccnc3)CC2)cc(OC)c1OC,-4,-6%,0,4,2%,0%,7%,-12%,-3%
CCC(=O)Nc1sc2c(c1C#N)CCCCC2,-8,-7%,-1,-6,0%,5%,-6%,?,13%
CN(C)c1cccc2c(S(=O)(=O)N3CCCC3)cccc12,25,5%,14,2,-12%,4%,-1%,23%,0%
O=C(O)COc1c(F)c(F)c(C(F)(F)F)c(F)c1F,11,-9%,14,1,-4%,3%,12%,-7%,18%
Cc1cc(N2CCN(c3cccc(C)c3C)CC2)nc(-c2ccccc2)n1,18,-5%,18,4,?,8%,-5%[9.24 µM],-15%,?
O=C(CN1CCC(O)(c2ccccc2F)CC1)NCCc1c[nH]c2ccccc12,-11,-3%,?,-26,-5%,0%,0%,-2%,1%
COc1cccc(NC(=O)CCN2CCC(C(N)=O)CC2)c1,-17,-15%,23,-7,6%,8%,8%,-11%,2%
Cc1ccc(CC(=O)Nc2cccc(S(=O)(=O)N3CCOCC3)c2)cc1,12,-8%,14,1,-23%,-3%,-1%,0%,-5%
C#CCOCCOCCOCCNc1nc(N2CCN(C(=O)[C@H]([C@@H](C)CC)n3cc(CCC(=O)O)nn3)CC2)nc(N2CCN(C(=O)[C@H](Cc3ccc(O)cc3)n3cc(CCO)nn3)CC2)n1,11,11%[9.22 µM],1,0,0%,10%,10%,-2%,19%
COc1cc([N+](=O)[O-])ccc1NC(=O)Oc1ccc(NC(C)=O)cc1,-8,-5%,6,5,4%,-20%,-21%,-5%,-3%
CCN(CC)c1ccc(N2C(=O)/C(=C/c3ccccn3)SC2=S)cc1,4,-11%,17,9,8%,18%,13%,?,0%
COP(=O)(OC)C(Nc1ccc(C)cc1)c1ccc(Br)cc1 (centres undefined),-25,4%,9,11,-21%,-3%,-11%,10%,-9%
O=Cc1cn(CC(O)Cn2cc(C=O)c3ccccc32)c2ccccc12,29,1%,16,-1,14%,-6%,-12%,0%,-13%
CCOC(=O)C1CCCN(C(=O)C(C)Oc2ccc(Cl)cc2Cl)C1 (centres undefined),3,-9%,-20,-5,-16%,14%,4%,13%,1%
CC(C)CNC(=O)c1cccc(C(=O)NCC(C)C)c1,-5,-6%,?,2,?,-1%,1%,-11%,1%
Cc1cccc(N2CCN(C3=NC(=O)C(=C4CCCCC4)S3)CC2)c1,-12,-18%,14,3,?,-5%,-13%,-10%,?
CCOC(=O)c1cn(CC)c2cc(N3CCN(C)CC3)c(F)cc2c1=O,-16,-17%,15,2,16%,-1%,0%,1%,-1%

# Single entries from the entries so far:
# Under D3 ag, COCCN(C(=O)CCC(=O)Nc1nccs1)C(C(=O)NC(C)(C)C)c1ccc(F)cc1 (centres undefined) is listed with 7
# Under SW480 rereplic, O=Cc1cn(CC(O)Cn2cc(C=O)c3ccccc32)c2ccccc12 is listed with 1%

# (continued)
SMILES,IL-1B inflam inh,SW480 rereplic,D3 antag,D3 ag,KB-V1 MDR tox,HT1080NT lethal,HT1080 IDH1KD tx,GLP1R ag,KB-3-1 cytotox
CCc1nc2c(OCc3ccc(C(=O)OC)cc3)cccn2c1N(C)C(=O)C(C)C,-12,.,-12,-14,1%,20%,-1%,7%,0%
COCCNc1nc2sc3c(c2c(=O)n1Cc1ccco1)CCCCC3,12,-9%,9,-1,-10%,-25%,?,?,-21%
COc1cc(OC)c(C2Nc3cccc4cccc(c34)N2)c(OC)c1,-16,16%,-22,-2,-5%,-18%,-11%,-1%,-17%
O=C(OCC(=O)N1CCc2ccccc21)[C@@H]1CCCN1S(=O)(=O)c1ccccc1F,-9,?,-24,0,-26%,3%[9.24 µM],-5%,-1%,0%
O=C(NCc1ccccc1CN1CCCC1)c1cccc(S(=O)(=O)N2CCOCC2)c1,-25,1%,11,-1,-8%,2%,0%,6%,3%
CC[N+]1=C(C)C(C)(C)c2cc(C)ccc21,0,1%,11,-2,-19%,?,5.2µM*,-2%,?
Cc1ccccc1NC(=S)N(CCCN1CCOCC1)Cc1ccccn1,-1,6%,-15,-10,?,-4%,-3%,8%,2%
CC(C)N(C(=O)CN(C#N)c1nc(N(C)C)nc(N(C)C)n1)c1ccccc1,4,-6%,-21,-1,6.5µM*,7%,22%,-6%,20%
Cc1cc(C)cc(NC(=S)N2CCN(c3ncccn3)CC2)c1,1,?,-22,-4,-13%,-4%,2%,7%,0%
O=C(CSc1nnc(CNc2ccc(F)cc2)n1Cc1ccccc1)N1CCOCC1,-11,-3%,-4,-9,-4%,13%,13%,-11%,-3%
CC(=O)Nc1cccc(NC(=O)C2CCCN2C(=O)Nc2ccc(C)cc2)c1 (centres undefined),3,-9%,13,1,10%,8%,6%,-7%,0%
CC(C)(C)OC(=O)N1CCC(CC2CC(c3cccc(Br)c3)=NO2)(C(=O)NCC2CCCCC2)CC1 (centres undefined),-21,-28%[9.22 µM],-21,-39,?,-5%,-2%,12%,?
COc1cccc(C(=O)NC2=NCCS2)c1OC,-16,-1%,13,11,15%,0%[9.24 µM],4%,11%,3%
CC1CCN(C(=O)c2cc(S(=O)(=O)N3CCCCC3)c[nH]2)CC1,15,11%,0,2,30%,-1%,7%,4%,-10%
Cc1ccc2c(c1)c1c(c(=O)n(-c3ccccc3C)c(=O)n1CC(=O)c1ccc(Cl)cc1)n2C,.,.,.,8,-1%,.,.,0%,3%
C=CCOc1c(CNn2cn[nH]c2=S)cccc1OC,-3,-1%,?,-10,-2%,4%,0%,1%,5%
COc1ccc([C@H]2CC(=O)C=C(c3ccc(SC)cc3)C2)cc1OC,-13,-7%,22,5,6%,6%,5%,7%,-1%
Cc1ccc(S(=O)(=O)N2CCN(CC(=O)Nc3ccc4c(c3)CCC4)CC2)cc1C,3,-3%,-18,-25,2.9µM*,4%,11%,11%,?
CNC[C@H]1Oc2c(NS(=O)(=O)c3ccccc3)cccc2C(=O)N([C@H](C)CO)C[C@@H]1C,23,-4%,-28,-6,-5%,-11%,2%,-5%,8%
CCO[C@H]1c2c(ccc3ccc(=O)oc23)OC(C)(C)[C@@H]1O,1,-2%,6,8,5%,-17%,1%,6%,15%

# Reformatted: results already given
CCc1nc2c(OCc3ccc(C(=O)OC)cc3)cccn2c1N(C)C(=O)C(C)C
- IL-1B inflam inh: -12
- SW480 rereplic: .
- D3 antag: -12
- D3 ag: -14
- KB-V1 MDR tox: 1%
- HT1080NT lethal: 20%
- HT1080 IDH1KD tx: -1%
- GLP1R ag: 7%
- KB-3-1 cytotox: 0%
COCCNc1nc2sc3c(c2c(=O)n1Cc1ccco1)CCCCC3
- IL-1B inflam inh: 12
- SW480 rereplic: -9%
- D3 antag: 9
- D3 ag: -1
- KB-V1 MDR tox: -10%
- HT1080NT lethal: -25%
- HT1080 IDH1KD tx: ?
- GLP1R ag: ?
- KB-3-1 cytotox: -21%
COc1cc(OC)c(C2Nc3cccc4cccc(c34)N2)c(OC)c1
- IL-1B inflam inh: -16
- SW480 rereplic: 16%
- D3 antag: -22
- D3 ag: -2
- KB-V1 MDR tox: -5%
- HT1080NT lethal: -18%
- HT1080 IDH1KD tx: -11%
- GLP1R ag: -1%
- KB-3-1 cytotox: -17%
O=C(OCC(=O)N1CCc2ccccc21)[C@@H]1CCCN1S(=O)(=O)c1ccccc1F
- IL-1B inflam inh: -9
- SW480 rereplic: ?
- D3 antag: -24
- D3 ag: 0
- KB-V1 MDR tox: -26%
- HT1080NT lethal: 3%[9.24 µM]
- HT1080 IDH1KD tx: -5%
- GLP1R ag: -1%
- KB-3-1 cytotox: 0%

# Later entries
SMILES,IL-1B inflam inh,SW480 rereplic,D3 antag,D3 ag,KB-V1 MDR tox,HT1080NT lethal,HT1080 IDH1KD tx,GLP1R ag,KB-3-1 cytotox
CCCCCn1c(SCC2CCCO2)nc2cc(C(=O)N3CCC(C(N)=O)CC3)ccc2c1=O (centres undefined),-28,-3%,-17,6,?,-7%,-22%,1%,?
COc1ccc2c(c1)OC[C@H]1[C@H]2N2C(=O)c3cc(OC)ccc3NC(=O)[C@@]2(C)[C@H]1c1ccccc1,0,?,-52*,-3,?,?,?,-1%,-10%
COc1ccc(S(=O)(=O)N2CCC(c3nc4ccccc4[nH]3)CC2)cc1,-16,-5%,-2,-3,?,-14%,-20%,16%,-5%
COc1cc2c(cc1NC(=O)c1ccc(C(C)(C)C)cc1)CCCC2,?,0%,7,5,?,-20%,?,5%,?
Cc1cccn2cc(-c3cccc(S(=O)(=O)N4CC(C)OC(C)C4)c3)nc12 (centres undefined),45,-7%,13,-4,?,9%,0%,0%,-1%
